Screening data from PubChem.
HCV inh – inhibitors of hepatitis C virus infection; Huh7.5.1 HCVcc-Cre infection, luciferase reporter, 44 h; Potency, µM (top dose mostly 41.8 µM), for the others: top-dose activity change, negative = inhibition, hits mostly inhibitors; 3.4% of 340,000 active; AID 651820; note: potency is the fitted concentration of half-maximal effect
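Antiviral activity was scored by luciferase reporter output from cells infected with HCVcc-Cre (~0.5 moi) in presence of compound, 44 h infection period, cells seeded 1,000/well 4 h prior.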
Giardia FBPA inh – inhibitors of Giardia lamblia fructose-1,6-bisphosphate aldolase | A8B2U2 | purified Giardia FBPA | Potency, µM (series often up to 59.6 µM), inactives show at the highest dose activity, negative = inhibition, usual class: inhibitors | 0.71% of 290,000 active | AID 2451; note: potency is the fitted concentration of half-maximal effect; nearly all actives have a fitted effect of over 55% in size
Target sequence (A8B2U2 whole entry, looked up): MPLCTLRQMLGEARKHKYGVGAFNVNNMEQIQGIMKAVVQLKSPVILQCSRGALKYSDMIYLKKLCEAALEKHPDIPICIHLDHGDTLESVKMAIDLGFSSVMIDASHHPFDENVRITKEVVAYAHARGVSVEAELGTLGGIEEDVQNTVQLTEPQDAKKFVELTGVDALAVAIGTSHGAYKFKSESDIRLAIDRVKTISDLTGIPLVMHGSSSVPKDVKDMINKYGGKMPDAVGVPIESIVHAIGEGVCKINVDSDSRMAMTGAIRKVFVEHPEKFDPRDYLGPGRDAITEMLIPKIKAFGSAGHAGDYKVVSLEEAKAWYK
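Giardia FBPA (40 nM reagent) was preincubated 10 min at RT with compound (up to 57.5 uM final), then substrate plus GAPDH/TPI/NAD/arsenate coupling system with diaphorase/resazurin was added; resorufin fluorescence (525/598 nm) was read after 20 min.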
AmpC inh detg – inhibitors of E. coli AmpC beta-lactamase with detergent; 0.041% of 370,000 active; Potency, µM (titrated, usually from 114 µM), for inactives: top-dose activity change, negative = inhibition, actives largely listed as inhibitors; AID 485294; AmpC hydrolysis of nitrocefin, absorbance 480 nm, 0.01% Triton;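 note: potency is the fitted concentration of half-maximal effect; 0% = no-compound wells and -100% = no-enzyme wells; nearly all actives have a fitted effect of over 25% in size; some results filed as inactive show a strong effect at the top dose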
Target sequence (P00811 whole entry, looked up): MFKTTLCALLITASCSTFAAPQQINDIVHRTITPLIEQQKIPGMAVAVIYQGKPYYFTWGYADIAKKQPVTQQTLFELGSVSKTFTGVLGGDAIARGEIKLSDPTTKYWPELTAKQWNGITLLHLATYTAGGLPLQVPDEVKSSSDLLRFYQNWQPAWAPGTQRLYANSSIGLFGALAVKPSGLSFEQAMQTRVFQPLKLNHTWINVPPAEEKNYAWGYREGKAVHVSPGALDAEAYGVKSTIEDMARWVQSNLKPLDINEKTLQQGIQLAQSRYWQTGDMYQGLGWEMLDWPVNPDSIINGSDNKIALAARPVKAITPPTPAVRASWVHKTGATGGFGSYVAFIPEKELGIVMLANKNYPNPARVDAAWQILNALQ
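AmpC (5.3 nM in the dispensed reagent) in 20 mM phosphate pH 7.0 with 0.01% (detergent screen) or 0.0001% Triton X-100 was preincubated with compounds for 15 min at room temperature. Nitrocefin was then added from an 800 uM solution, and hydrolysis was followed at 480 nm.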
Sm TGR block – inhibitors of Schistosoma mansoni thioredoxin glutathione reductase. Potency, µM (top dose mostly 114 µM), inactives show at the top dose activity change, negative = inhibition, hits mostly inhibitors. Q962Y6. purified TGR, DTNB reduction, TNB absorbance 405 nm. 3% of 360,000 active; note: potency is the fitted concentration of half-maximal effect; nearly all actives have a fitted effect of over 60% in size
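TGR 20 nM + NADPH 100 uM (dispensed conc.), cpd preinc 15 min RT; start with NADPH (500 uM addition) then DTNB (15 mM addition). Kinetic TNB absorbance, 405 nm filter. Four-parameter Hill fit across titration.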
AMA1-RON2 inh – inhibitors of Plasmodium falciparum AMA1-RON2 interaction | AlphaScreen AMA1-biotinylated RON2 peptide binding | Potency, µM (doses to about 58.2 µM), for inactives: at the top dose activity change, negative = inhibition, actives largely listed as inhibitors | 0.2% of 360,000 active;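 note: potency is the fitted concentration of half-maximal effect; 0% = vehicle wells and -100% = peptide control; nearly all actives have a fitted effect of over 45% in size; some results filed as inactive show a strong effect at the top dose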
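AMA1 (3D7) with his tag at 25 nM final met compounds first, then biotinylated RON2 peptide at 25 nM; detection used donor plus acceptor beads, 10 µg/mL apiece, read by AlphaScreen after 30 min at room temperature.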
HCMV antiviral – inhibitors of human cytomegalovirus; activity change, negative = inhibition, % at 57.5 µM; HFF cells, HCMV-luciferase reporter, 72 h; hits give low values; 4.5% of 410,000 active; in the data active = activity change below about -60%; inconclusive = no clear call, values can overlap the other calls; inactive = above about -39%
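Screen run at 2 compound doses on HFFs infected with reporter HCMV, MOI 1 PFU/cell. Luciferase activity from cell lysates at 72 h post infection gave inhibition relative to buffer-only and Salinomycin wells.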
* hit, by the source's call; ? = inconclusive; · = not tested or not shown; & = joins results of further samples; [ ] = remark or other dose. Unless noted, calls come from the whole dose curve; as a rule, active = well fitted curve in the direction sought with a large enough effect; inconclusive = small, poorly fitted or top-dose-only effect, or another doubt; inactive = no such curve, though single readings can be large; an effect the other way counts as inactive or inconclusive. Unless noted, % is set by controls: 0 for no effect and ±100 for the full control effect.

(1) COc1cccc(-c2nc(CS(=O)(=O)CC(=O)NCCCN3CC(C)CC(C)C3)c(C)o2)c1 (centres undefined)
(2) CCC(C)NC(=O)C1CCC(CNS(=O)(=O)c2ccccc2)CC1 (centres undefined)
(3) Cc1ccc(CNC(=O)c2ccc(CNc3c(N4CCCC4)c(=O)c3=O)cc2)cc1
(4) COc1cc(C(=O)COC(=O)Cc2cnc3sccn23)cc(OC)c1OC
(5) C=CCC1NCCc2c(Br)cccc21 (centres undefined)
(6) Cc1nn(-c2nc(-c3ccco3)cc(C(F)(F)F)n2)c(C)c1Br
(7) CCN(C(=O)COc1cc(=O)n(CC)c2ccccc12)c1cccc(Cl)c1
(8) Cc1cc(C)n(-c2ccc(Oc3ccccc3)c(S(=O)(=O)O)c2)n1
screen / no.	1	2	3	4	5	6	7	8
HCV inh	-27%	21%	3%	6%	12%	3%	?	-5%
Giardia FBPA inh	4%	10%	20%	-3%	-9%	4%	-1%	13%
AmpC inh detg	-13%	?	2%	-11%	?	-7%	-10%	1%
Sm TGR block	-17%	11%	2%	0%	5%	-7%	-29%	-3%
AMA1-RON2 inh	16%	28%	5%	17%	-1%	-15%	-8%	4%
HCMV antiviral	-22	47	-32	-35	-4	-2	-31	5

(9) CC(C)(C)C(=O)Cn1c(NCCCl)nc2ccccc21
(10) Cc1c(Cl)cccc1NC(=O)Nc1c(C)n(C)n(-c2ccccc2)c1=O
(11) CC(=O)NCCC(=O)Nc1nc2ccc(Oc3ccccc3)cc2s1
(12) COc1ccc(NC(=O)COC(=O)Cc2c(F)cccc2Cl)cc1
(13) C=CCN1C(=O)C(Cc2ccc(F)cc2)S/C1=N/N=C/c1cccs1 (centres undefined)
(14) Cc1ccc(S(=O)(=O)N(C)CC(=O)NCC(c2ccc(F)cc2)N2CCOCC2)cc1 (centres undefined)
(15) COc1ccc(OC)c(S(=O)(=O)Nc2ccccc2F)c1
(16) c1csc(-c2nnc(Cc3cccc4ccccc34)o2)c1
screen / no.	9	10	11	12	13	14	15	16
HCV inh	-22%	10%	10%	12%	16%	?	21%	-18%
Giardia FBPA inh	0%	·	4%	-1%	4%	·	-1%	15%
AmpC inh detg	-9%	6%	6%	?	-11%	?	-12%	1%
Sm TGR block	8%	0%	11%	-17%	-20%	-24%	-3%	0%
AMA1-RON2 inh	15%	6%	-1%	-4%	-10%	-10%	15%	3%
HCMV antiviral	-20	-7	107	-39	-22	-9	9	?

(17) CCCCn1c(N)c(N(CC)C(=O)c2cc(OC)cc(OC)c2)c(=O)[nH]c1=O
(18) Cc1ccc(-n2ncc3c(=O)n(CC(N)=O)cnc32)cc1
(19) Fc1ccc(-[n+]2nc(Nc3ccccc3)sc2-c2c(Cl)cccc2Cl)cc1
(20) Cc1ccc2cc(C#N)c(SCC(=O)NCc3ccco3)nc2c1
(21) COC(=O)C1CCN(C(=O)CSc2nnc(-c3ccccc3)o2)CC1
(22) Cc1c(C(=O)NCC2COc3ccccc3O2)oc2ccc(S(=O)(=O)N3CCOCC3)cc12 (centres undefined)
(23) O=C(CN1CCN(Cc2ccccc2Cl)CC1)N/N=C/c1cccs1
(24) Cc1cccc(Cn2nc(C)cc2NC(=O)CCCn2ccc([N+](=O)[O-])n2)c1
screen / no.	17	18	19	20	21	22	23	24
HCV inh	22%	10%	10µM*	-16%	10%	5.6µM*	0%	-10%
Giardia FBPA inh	-2%	9%	?	-1%	·	0%	-1%	-3%
AmpC inh detg	-3%	-11%	-13%	?	-18%	-3%	2%	2%
Sm TGR block	-1%	-33%	0%	35µM*	3%	-6%	7%	9%
AMA1-RON2 inh	-8%	0%	?	-4%	12%	-2%	2%	14%
HCMV antiviral	65	35	?	36	-29	-21	32	-39

3 entries already listed, sorted by formula weight, low to high.
(18) Cc1ccc(-n2ncc3c(=O)n(CC(N)=O)cnc32)cc1
(20) Cc1ccc2cc(C#N)c(SCC(=O)NCc3ccco3)nc2c1
(22) Cc1c(C(=O)NCC2COc3ccccc3O2)oc2ccc(S(=O)(=O)N3CCOCC3)cc12 (centres undefined)
screen / no.	18	20	22
HCV inh	10%	-16%	5.6µM*
Giardia FBPA inh	9%	-1%	0%
AmpC inh detg	-11%	?	-3%
Sm TGR block	-33%	35µM*	-6%
AMA1-RON2 inh	0%	-4%	-2%
HCMV antiviral	35	36	-21

(cont.)
(25) CCCCNC(=O)c1ccc2c(c1)C(=O)N(Cc1ccncc1)C2=O
(26) CCCCP(=O)(O)c1ccccc1
(27) CCn1ccnc1CNCc1cn(-c2cc(C)ccc2C)nc1-c1ccccc1
(28) CN(C)S(=O)(=O)c1ccc(Cl)c(NC(=O)COC(=O)/C=C/c2ccc(S(=O)(=O)N3CCOCC3)cc2)c1
(29) O=C(CCCn1c(=O)c2cccn2c2cccnc21)Nc1ccccc1C(F)(F)F
(30) COC(=O)N/N=C1\CCCc2c(C)cc(C)cc21
(31) COC(=O)c1cc(S(=O)(=O)Nc2cc(OC)cc(OC)c2)cn1C
(32) COc1cc(OC)c(NC(=O)Cn2c(=O)nc(-c3ccccc3)c3ccccc32)cc1Cl
screen / no.	25	26	27	28	29	30	31	32
HCV inh	14%	28%	?	44%[activator]	·	14%	-10%	·
Giardia FBPA inh	·	13%	-9%	4%	·	-7%	0%	·
AmpC inh detg	-14%	?	0%	-5%	-5%	6%	-15%	22%
Sm TGR block	-2%	10%	-10%[57.1 µM]	-2%	-2%	5%	-5%	-3%
AMA1-RON2 inh	2%	5%	25%	-19%	·	-2%	6%	·
HCMV antiviral	-5	23	14	-29	?	-39	-22	10

(33) COc1cccc(/C=N/Nc2nc(Nc3ccccc3)nc(-n3nc(C)cc3C)n2)c1O
(34) COC(=O)c1cc(-c2ccc(OC)cc2)n[nH]1
(35) CC1(C)CN=C(NCc2ccccc2Cl)S1
(36) NS(=O)(=O)c1ccc(NC(=O)c2ccc(S(=O)(=O)N3CCCCCC3)cc2)cc1
(37) O=C(CNC(=O)c1ccc2c(c1)OCO2)NCCOc1ccc(Cl)cc1
(38) CC(C)(C)c1ccc(OCC(=O)O)cc1
(39) CCOC(=O)c1c(-c2ccccc2)oc2ccc(N(C(C)=O)S(=O)(=O)c3ccc(C)cc3)cc12
(40) Cc1ccc(C(=O)NCCC(C)C)cc1NC(=O)c1nsc2ccccc12
screen / no.	33	34	35	36	37	38	39	40
HCV inh	8.9µM*	-2%	25%	-1%	-8%	15%&11%	·	·
Giardia FBPA inh	-8%	-5%	-5%	·	·	6%&9%	·	·
AmpC inh detg	1%	1%	-11%	·	·	?	1%	10%
Sm TGR block	1%	·	4%	·	·	0%&3%	7%	3%
AMA1-RON2 inh	0%	-3%	8%	3%	-12%	-1%	·	·
HCMV antiviral	59	-1	-3	-64*	-14	-28	7	-9

(41) C=CCn1c(C)cc(C(=O)CSc2nc3ccccc3c(=O)[nH]2)c1C
(42) Cc1ccc2nc(N3CCN(c4ccccc4)CC3)c(C=O)c(=O)n2c1
(43) COc1ccc(CCNC(=O)C2CC(=O)N(C3CCCC3)C2)cc1OC (centres undefined)
(44) CC(=O)N1CCOc2ccc(S(=O)(=O)NCCc3ccccc3)cc21
(45) Cc1[nH]c2ccccc2c(=O)c1C(=O)/C=C/c1ccccc1
(46) CSc1ncccc1C(=O)OCC(=O)NCCCc1ccccc1
(47) Cc1csc(NC(=O)C2CCCN(S(=O)(=O)c3ccc4c(c3)oc(=O)n4C)C2)n1 (centres undefined)
(48) CN(C)C(CNC(=O)c1ccc2ccccc2c1)c1ccco1 (centres undefined)
screen / no.	41	42	43	44	45	46	47	48
HCV inh	7%	7%	-5%	-7%	11µM*	18%	?	-26%
Giardia FBPA inh	-16%	-11%	0%	22%	-5%	·	-4%	2%
AmpC inh detg	1%	-2%	2%	-15%	5%	·	4%	1%
Sm TGR block	-3%	45µM*	9%	-7%	32µM*	·	4%	16%
AMA1-RON2 inh	0%	-16%	0%	9%	-20%	0%	-3%	1%
HCMV antiviral	-37	0	8	8	-97*	-12	-29	24

2 records drawn at random from those above, as already listed:
(9) CC(C)(C)C(=O)Cn1c(NCCCl)nc2ccccc21
(14) Cc1ccc(S(=O)(=O)N(C)CC(=O)NCC(c2ccc(F)cc2)N2CCOCC2)cc1 (centres undefined)
screen / no.	9	14
HCV inh	-22%	?
Giardia FBPA inh	0%	·
AmpC inh detg	-9%	?
Sm TGR block	8%	-24%
AMA1-RON2 inh	15%	-10%
HCMV antiviral	-20	-9

Additional entries
(49) CCCCN(C(C)=O)c1ccc2c(c1)C1CC2CCN1C(=O)OCc1ccccc1 (centres undefined)
(50) COc1cccc(N=Nc2c(=O)[nH]n3c(=O)c4c([nH]c23)CCC4)c1
(51) O=C(CSc1ccc(-c2cccs2)nn1)NCCc1ccccc1
(52) CCOC(=O)c1sc(NC(=O)CC2OC(=O)c3ccccc32)nc1C (centres undefined)
(53) O=C(/C=C/Sc1ccc(C(F)(F)F)cn1)c1ccccc1
(54) CCN(CC(=O)Nc1cccc(OC)c1)CC(=O)Nc1cccc2ccccc12
(55) O=c1oc2ccccc2c(N2CCCC2)c1CN1CCCC1
(56) COc1ccc(S(=O)(=O)N2CCC(Nc3ccccc3Cl)CC2)cc1
screen / no.	49	50	51	52	53	54	55	56
HCV inh	3.5µM*	32%[activator]	-16%	?	10µM*	?	-28%	·
Giardia FBPA inh	·	?	-4%	·	8%	·	2%	·
AmpC inh detg	·	?	-2%	?	4%	7%	-3%	4%
Sm TGR block	·	0%	-3%	-11%	89µM*	7%	35µM*	3%
AMA1-RON2 inh	-2%	51%[activator]	-7%	28%	-5%	-2%	17%	-17%
HCMV antiviral	?	84	-35	9	51	0	28	-15

(57) CCc1ccc(CNC(=O)c2ccc(-n3c(C)cc4c3CCC(C)C4)cc2)cc1 (centres undefined)
(58) Cc1ccc(COCCN2CCN(S(=O)(=O)c3ccc(C)cc3)CCC2=O)cc1
(59) COc1ccc(NC(=O)c2nc3nccc(C)n3n2)cc1S(=O)(=O)N1CCOCC1
(60) Cc1cc(F)c(F)c(C(=O)N2CCOCC2)c1
(61) Cc1[nH]c2ccccc2c1C(=O)C(=O)NCc1cccs1
(62) Cc1ccc(OCC(=O)Nc2ccc3nc(SCC(=O)Nc4ccc(C)cc4C)sc3c2)cc1
(63) c1cnc(SCCOc2ccc3c(c2)CCC3)nc1
(64) CCc1ccc(NC(=O)Cn2nnc(-c3ccccc3N)n2)cc1
(65) COc1ccccc1CNC(=O)c1cc(S(=O)(=O)N2CCN(c3ccccc3)CC2)ccc1Cl
screen / no.	57	58	59	60	61	62	63	64	65
HCV inh	·	?	36%[activator]	16%	10%	·	9%	·	-61%
Giardia FBPA inh	·	0%	·	5%	-1%	·	-2%	·	·
AmpC inh detg	1%	?	·	10%	7%	26%	?	-3%	·
Sm TGR block	-20%	-5%	·	?	2%	0%	4%	0%	·
AMA1-RON2 inh	·	2%	4%	-8%	4%	·	-3%	·	-2%[11.6 µM]
HCMV antiviral	?	-29	-18	-22	?	17	75	7	-25

An unsorted share of the library, and some 9.3% of all compounds hit somewhere here.
